Ecoli viability – E. coli V3065 growth inhibition, primary screen, counter-screen for AddAB inhibitor project, absorbance, OD600; inhibition, % at 11.9 µM; 18 h; actives 0.27% (n = 330,000); AID 449728, 2010;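 active = inhibition above the campaign's mean inhibition across all tested compounds plus 3 SD, cut at about 9.9% in these data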;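 note: uninfected addAB+ strain grown without phage in ampicillin broth; 0% = DMSO wells and 100% = ciprofloxacin 0.95 µg/ml wells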
CAL PDZ FP-1 – CAL PDZ peptide-binding inhibitors, primary screen, biochemical, fluorescence polarization, Cer-tagged CAL PDZ, HTS. Golgi-associated PDZ and coiled-coil motif-containing protein (Homo sapiens), Q9HD26. purified CAL PDZ, TMR-peptide fluorescence polarization, 1 h. inhibition, % at 20 µM. actives 0.02% (n = 330,000). AID 504414, 2011;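 active = highest replicate inhibition of at least 40%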;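 note: plate controls were DMSO neutral control wells for no effect and unlabeled competitor peptide control wells for full effect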
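Test system: tagged CAL PDZ domain / Buffer or medium: sodium phosphate/NaCl buffer pH 7.4 with TCEP, IgG, Thesit / Reagent: TMR-labelled reporter peptide T*-PRC34 bound in PDZ groove / Compound dosing: single point, 20 µM / Schedule: 1 h incubation at room temperature before polarization reading / Technique: fluorescence polarization (mP) / Benchmarks: unlabelled peptide, DMSO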
AddAB inh – growth inhibition of E. coli expressing H. pylori AddAB, primary screen, AddAB inhibitor project, absorbance; inhibition, % at 11.9 µM; actives 0.29% (n = 330,000); in the data active = inhibition above about 12%;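 note: 0% = vehicle wells of infected cells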
phage Ecoli inh – growth loss of phage-infected E. coli, primary screen, RecBCD inhibitor project, absorbance, with phage, HTS. actives 0.26% (n = 360,000). inhibition, % at 11.9 µM; in the data active = inhibition above about 11%
Tat transport – E. coli Tat export inhibitors, primary screen, MC4100, TorA-mCherry reporter, fluorescence, single point; inhibition, % at 10 µM; AID 488895, 2010; actives 0.036% (n = 340,000);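 active = mean replicate inhibition at least 50% and at least half of replicates individually reaching 50%; inconclusive = only one of the two criteria met; inactive = neither criterion met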;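 note: exported cargo escapes ClpAP degradation while cytoplasmic cargo is degraded and loses fluorescence; 0% = median of neutral control wells and 100% = median of NaSCN control wells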
SR-BI uptake up – activators of SR-BI mediated DiI-HDL uptake, primary screen, ldlA[mSR-BI] CHO cells, DiI fluorescence; AID 504775, 2011; activation, % at 12.5 µM; 3 h; 100 = double the neutral-control signal; actives 0.096% (n = 320,000);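 active = mean replicate activation of at least 60% and every replicate at or above 60%; inconclusive = mean or all-replicate condition met, but not both; inactive = mean below 60% and not all replicates reaching 60%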;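 note: 0% = median plate neutral-control signal and 100% = twice that signal; values of inactives mirror those of a sister screen read the other way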
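Material: SR-BI-overexpressing, LDLR-lacking CHO cells | Dosing: Single compound concentration, delivered by pin transfer | Probe or stimulus: Labelled HDL, 10 µg/mL | Signal: Bottom-read cell fluorescence after medium removal, ex 550/em 595 nm | Schedule: 3 h, 37 °C | Evaluation: HDL uptake via cellular fluorescence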
Wnt act – Wnt/beta-catenin pathway activators, primary screen, cell-based, plate reader, single point; actives 1.2% (n = 300,000); Wnt/beta-catenin reporter cell assay, activator; activation, % at 9.35 µM; AID 743398, 2014; in the data active = activation above about 30%, passing the limit was not always enough; inconclusive = no clear call, values can overlap the other calls;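 note: 0% = neutral control wells and 100% = positive control wells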
SR-BI HDL uptake – inhibitors of SR-BI mediated HDL lipid uptake, primary screen, ldlA[mSR-BI] cells, fluorescence, single point; ldlA[mSR-BI] CHO cells, DiI-HDL uptake fluorescence, 3 h; inhibition, % at 12.5 µM; actives 0.96% (n = 320,000); AID 488896, 2010;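 active = mean replicate inhibition of at least 70% and a set share of replicates each scoring 70 or more; inconclusive = meets just one of the two criteria; inactive = fails both criteria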;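 note: 0% = median of neutral control wells and 100% = median of positive control wells; values of inactives mirror those of a sister screen read the other way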
Target sequence (Q61009 whole entry, looked up): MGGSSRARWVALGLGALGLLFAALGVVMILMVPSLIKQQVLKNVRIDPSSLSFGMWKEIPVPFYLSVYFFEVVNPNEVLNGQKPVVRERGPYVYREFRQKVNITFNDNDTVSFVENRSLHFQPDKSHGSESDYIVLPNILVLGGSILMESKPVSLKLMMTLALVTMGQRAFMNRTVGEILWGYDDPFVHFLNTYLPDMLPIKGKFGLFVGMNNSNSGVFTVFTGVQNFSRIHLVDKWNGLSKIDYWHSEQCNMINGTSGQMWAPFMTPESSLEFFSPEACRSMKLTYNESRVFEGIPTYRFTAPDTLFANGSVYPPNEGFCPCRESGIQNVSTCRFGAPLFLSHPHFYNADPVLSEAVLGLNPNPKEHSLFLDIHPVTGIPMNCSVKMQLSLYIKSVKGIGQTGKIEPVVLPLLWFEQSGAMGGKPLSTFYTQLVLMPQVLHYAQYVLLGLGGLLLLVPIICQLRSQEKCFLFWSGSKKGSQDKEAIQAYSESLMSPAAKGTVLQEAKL
MITF TRPM1 HTS – activators of MITF-driven TRPM1 promoter reporter, primary screen, cell-based, SK-MEL-5, luciferase, single point; SK-MEL-5 TRPM1-promoter luciferase, 24 h; % of positive control, neutral wells = 0; activation, % at 12.5 µM; actives 0.75% (n = 300,000); AID 588334, 2011;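 active = mean activation of at least 80% with every replicate also reaching 80%; inconclusive = mean reaches 80% but some replicate falls short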;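 note: 0% = neutral control wells and 100% = parthenolide positive control wells; values of inactives mirror those of a sister screen read the other way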
CAL PDZ FP-2 – untagged CAL PDZ binding inhibitors, primary screen, biochemical, fluorescence polarization, HTS. Golgi-associated PDZ and coiled-coil motif-containing protein (Homo sapiens), Q9HD26. purified CAL PDZ, TMR-peptide fluorescence polarization, 1 h. inhibition, % at 24.9 µM. actives 0.92% (n = 300,000). AID 602252, 2012;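 active = mean inhibition of at least 30% with at least half of replicates also reaching 30%; inconclusive = no clear call, values can overlap the other calls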;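 note: 0% = DMSO neutral control and 100% = excess unlabeled competitor peptide PRC23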
Active calls of the source: *; ? = inconclusive; . = not tested or not shown.

SMILES | Ecoli viability | CAL PDZ FP-1 | AddAB inh | phage Ecoli inh | Tat transport | SR-BI uptake up | Wnt act | SR-BI HDL uptake | MITF TRPM1 HTS | CAL PDZ FP-2
CC1=C(C(=O)OCC(C)C)C(c2ccsc2)C2=C(CCCC2=O)N1 (stereo not drawn) | 0.7 | -2.8 | 1.9 | 1.6 | -2 | -4 | -2 | 4 | 15 | -2
Cc1ccc(-c2c(C(=O)N/N=C/c3ccc(OC(C)C)cc3)nnn2-c2nonc2N)cc1 | -0.8 | -3.1 | 0.4 | -1.0 | ? | -78 | -1 | 78* | -11 | -4
O=C(Nc1ncccc1O)c1cccc(S(=O)(=O)N2CCCC2)c1 | -1.1 | -2.3 | -0.9 | 0.5 | -3 | 21 | 2 | -22 | 9 | 11
COc1cccc(C(c2c(NC(=O)c3ccccc3)sc(C)c2C)N2CCN(C)CC2)c1 (stereo not drawn) | -3.0 | -1.5 | -0.3 | -0.1 | -1 | 0 | . | 0 | -19 | -4
CCOC(=O)c1sc(-c2ccc(F)cc2)cc1N | -0.9 | -1.4 | 0.9 | 1.7 | -3 | -14 | . | 14 | 98* | -4
CCOc1ccc(C2C(C(=O)c3ccco3)=C(O)C(=O)N2Cc2cccnc2)cc1 (stereo not drawn) | -3.5 | -0.3 | -1.8 | -2.3 | 4 | 6 | 35* | -6 | . | -1
COc1cccc(CCNC(=O)CC2C(=O)NCCN2Cc2ccc(Cl)c(F)c2)c1 (stereo not drawn) | 0.5 | -0.5 | -1.8 | 3.4 | 2 | -28 | -1 | 28 | -7 | .
Cc1nn(-c2ccccc2)c(Cl)c1/C=C/C(=O)c1ccccc1 | 0.2 | -2.1 | 1.1 | . | 0 | -7 | . | 7 | 34 | -2
CC(=O)CCc1ccc2oc(C(=O)O)c(C)c2c1 | -1.5 | -0.4 | 3.2 | 0.1 | -3 | -5 | . | 5 | 3 | 0
CNC(=O)CC1C(=O)N(c2ccc(F)cc2)C(=S)N1NC(=O)c1ccc(Br)cc1 (stereo not drawn) | -3.9 | -2.5 | -3.0 | -0.6 | -5 | . | 1 | . | -1 | 0
CC(C)NC(=O)N(C)C[C@H]1Oc2ccc(NS(=O)(=O)c3cccs3)cc2C(=O)N([C@H](C)CO)C[C@@H]1C | -1.5 | 0.0 | 3.6 | 1.8 | 5 | 17 | -2 | -17 | -3 | 0
Cc1cccc(Nc2nc(NCc3ccco3)c3ccccc3n2)c1 | 4.6 | -1.3 | 2.2 | 4.4 | -13 | -24 | 5 | 24 | -5 | 2
COc1c(C)cc(C(=O)C2CCCN(C(=O)c3ccc4[nH]ccc4c3)C2)cc1C (stereo not drawn) | -3.3 | -0.4 | 1.1 | -1.5 | 1 | -7 | -2 | 7 | -3 | -1
Cc1ccc(F)c(CNC(=O)C2CCC(=O)N(CCCN3CCCC3=O)C2)c1F (stereo not drawn) | -1.8 | -0.7 | 2.4 | 1.6 | -4 | -3 | -1 | 3 | 10 | 2
Cc1ccc(S(=O)(=O)N2CCN(CC(=O)N3CCCC3)CC2)c(C)c1 | -2.2 | 0.1 | -3.0 | 3.8 | 0 | 5 | -3 | -5 | . | 1
COc1ccc(S(=O)(=O)N2CCCCC2)cc1NC(=O)c1ccc(=O)[nH]c1 | -0.8 | -1.9 | -0.2 | 3.9 | -1 | -7 | -1 | 7 | 0 | -4
CC(=O)OC(C)C1C2=C(C(=O)CC1(C)O)C(=O)c1c(ccc(-c3ccc4c(c3O)C(=O)C3=C(C4=O)C(C(C)OC(C)=O)C(C)(O)CC3=O)c1O)C2=O (stereo not drawn) | . | -0.1 | . | 2.5 | 16 | 2 | 2 | -2 | -32 | -4
Cc1ccc(S(=O)(=O)N(C)C[C@@H]2Oc3c(NC(=O)C4CC4)cccc3C(=O)N([C@@H](C)CO)C[C@@H]2C)cc1 | -1.2 | -0.9 | 0.0 | 2.5 | 0 | . | -1 | . | 7 | -7
CCc1ccc(N2C(=O)CC(c3ccc(F)cc3)C3=C2COC3=O)cc1 (stereo not drawn) | 0.9 | -0.7 | 1.8 | . | 6 | -2 | . | 2 | -2 | 1
CCCn1cc(S(=O)(=O)c2ccccc2)c(=O)c2cc(F)c(N3CCN(C)CC3)cc21 | 0.9 | -0.7 | 2.1 | 3.8 | 2 | 15 | 1 | -15 | -1 | 8
O=C(Cn1c(=O)oc2cc(S(=O)(=O)N3CCCCC3)ccc21)N1CCc2ccccc21 | -0.7 | 0.3 | -2.3 | 2.1 | 2 | 1 | -3 | -1 | -25 | -6
CCCCC(CCC(=O)Nc1ccc(C(=O)OC)cc1)C(=O)O (stereo not drawn) | 1.6 | -0.3 | 1.2 | 3.4 | -4 | 47 | -1 | -47 | . | .
NC(=O)C1CCN(C(=O)CSc2ncccn2)CC1 | 0.3 | -1.2 | -0.3 | 4.7 | -3 | 11 | 0 | -11 | 5 | .
O=C(CCCOc1ccccc1)Nc1ccccc1C(F)(F)F | -0.3 | -2.3 | 3.0 | 1.3 | 0 | 32 | . | -32 | 1 | -1
COc1ccc(C)cc1N(CC(=O)Nc1ccc2c(c1)OCCO2)S(C)(=O)=O | 2.3 | -3.1 | 3.8 | 1.8 | 4 | 6 | -1 | -6 | 7 | -2

Another view of some results above.
SMILES,Ecoli viability,CAL PDZ FP-1,AddAB inh,phage Ecoli inh,Tat transport,SR-BI uptake up,Wnt act,SR-BI HDL uptake,MITF TRPM1 HTS,CAL PDZ FP-2
Cc1cccc(Nc2nc(NCc3ccco3)c3ccccc3n2)c1,4.6,-1.3,2.2,4.4,-13,-24,5,24,-5,2
COc1c(C)cc(C(=O)C2CCCN(C(=O)c3ccc4[nH]ccc4c3)C2)cc1C (stereo not drawn),-3.3,-0.4,1.1,-1.5,1,-7,-2,7,-3,-1
Cc1ccc(F)c(CNC(=O)C2CCC(=O)N(CCCN3CCCC3=O)C2)c1F (stereo not drawn),-1.8,-0.7,2.4,1.6,-4,-3,-1,3,10,2

Back to the main list; the 2 compounds before the break are reprinted first.
SMILES | Ecoli viability | CAL PDZ FP-1 | AddAB inh | phage Ecoli inh | Tat transport | SR-BI uptake up | Wnt act | SR-BI HDL uptake | MITF TRPM1 HTS | CAL PDZ FP-2
O=C(CCCOc1ccccc1)Nc1ccccc1C(F)(F)F | -0.3 | -2.3 | 3.0 | 1.3 | 0 | 32 | . | -32 | 1 | -1
COc1ccc(C)cc1N(CC(=O)Nc1ccc2c(c1)OCCO2)S(C)(=O)=O | 2.3 | -3.1 | 3.8 | 1.8 | 4 | 6 | -1 | -6 | 7 | -2
CC(=O)C1C(c2ccccc2Cl)NC(=O)NC1(O)C(F)(F)F (stereo not drawn) | 1.5 | -3.5 | 2.0 | 3.7 | -3 | -9 | -1 | 9 | -3 | .
CC(=O)c1c(C)c(C)c2n1CCn1c(C)ccc1-2 | -0.2 | 0.6 | 3.3 | 0.1 | -12 | -32 | -1 | 32 | -10 | .
O=C(COc1ncnc2scc(-c3ccccc3)c12)NC1CCCc2ccccc21 (stereo not drawn) | -3.5 | -0.5 | -1.3 | 1.8 | -8 | -15 | -2 | 15 | 9 | -4
COCCOC(=O)C1=C(C)NC(=O)NC1/C=C/c1ccccc1 (stereo not drawn) | -0.7 | -1.6 | 1.1 | 0.7 | -6 | 18 | . | -18 | 14 | -3
Cc1cc(=O)n2cc(-c3ccccc3)nc2[nH]1 | -3.2 | -3.7 | 1.0 | 2.0 | -2 | 19 | . | -19 | . | -1
O=S1(=O)N=C(N=Nc2c(O)[nH]c3ccccc23)c2ccccc21 | 1.2 | -2.2 | -1.5 | 3.6 | 1 | -14 | -2 | 14 | -2 | 8
CNc1ccc(C2(O)C(=O)c3ccccc3C2=O)cc1 | -0.3 | -2.4 | 0.6 | 3.6 | 6 | 31 | -5 | -31 | 2 | -1
Cc1ccc(CN(C)C(=O)c2cc(S(=O)(=O)N3CCOCC3)ccc2F)o1 | 3.7 | -0.5 | 0.3 | 1.5 | -6 | -4 | 4 | 4 | . | 6
Cc1ccc(-n2nc3cc(C)c(NC(=S)NC(=O)/C=C/c4ccco4)cc3n2)cc1 | 2.2 | -2.6 | 4.1 | 1.2 | -7 | -4 | 10 | 4 | -20 | -2
C=CCn1c(Cc2c[nH]c3ccccc23)n[nH]c1=S | -0.6 | -3.1 | -0.7 | 2.2 | 3 | 3 | . | -3 | -16 | -2
Cc1ccc(C(=O)Nc2ccc(CC(=O)O)cc2)o1 | 2.0 | 0.1 | 1.1 | 2.5 | -3 | 9 | . | -9 | -8 | .
Cc1ccc(-c2csc3ncn(Cc4ccc(C(=O)O)cc4)c(=O)c23)cc1C | -0.9 | -0.6 | 2.8 | 5.2 | 20 | 25 | -1 | -25 | -10 | .
CCCN1CCN(C(=O)C(C)n2nc(C)c3sc4ccccc4c3c2=O)CC1 (stereo not drawn) | -0.4 | -0.7 | -0.1 | 3.6 | -4 | -24 | 1 | 24 | 9 | -9
CCCOc1ccc(Cc2c(O)nc(N)[nH]c2=O)cc1C | -0.4 | 0.1 | -0.9 | 2.0 | -8 | 2 | 0 | -2 | -8 | 2
CS(=O)(=O)Cc1cccc(C(=O)NN(c2ccccc2)c2ccccc2)c1 | -2.5 | 0.1 | -0.6 | -2.8 | 7 | 21 | 0 | -21 | -4 | .
Cc1ccc(-c2nn3c(C)nnc3s2)cc1NC(=O)c1ccc(Br)o1 | -2.1 | -1.5 | 3.2 | 2.9 | -1 | -38 | -1 | 38 | 5 | -3
CCOC(=O)c1sc(=S)n2c1[nH]c(=O)c1ccc(C(=O)OC)cc12 | 0.2 | 0.1 | 3.0 | 3.4 | -15 | -11 | -2 | 11 | 9 | 1
COc1cccc(C2CCCN2Cc2nc(CC3CC3)no2)c1 (stereo not drawn) | -2.0 | -0.7 | 3.3 | 6.1 | 7 | 0 | 1 | 0 | -3 | 1

Screening data deposited in PubChem BioAssay by several laboratories.
